High-throughput results: PubChem BioAssay, Emory University Molecular Libraries Screening Center
14-3-3g Raf: 14-3-3 gamma protein interaction modulation. 0.19% of 160,000 active. AID 422. P61981. FP, 14-3-3gamma / TMR-pS259-Raf peptide binding. inhibition, % at 40 µM; in the data active means inhibition above about 30%;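 further: 0% = protein plus tracer without compound and 100% = blank with tracer alone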
Target sequence (P61981 whole entry, looked up): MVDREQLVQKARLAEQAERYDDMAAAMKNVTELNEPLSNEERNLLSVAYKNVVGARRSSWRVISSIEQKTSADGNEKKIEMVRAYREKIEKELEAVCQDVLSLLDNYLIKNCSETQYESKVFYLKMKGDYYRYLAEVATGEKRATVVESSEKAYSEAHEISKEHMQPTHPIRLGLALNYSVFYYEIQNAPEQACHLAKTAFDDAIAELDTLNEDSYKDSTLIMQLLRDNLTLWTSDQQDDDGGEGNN
Active calls of the source: *; & = joins results of further samples. The list is partial, so the mix of outcomes need not match the whole.

No.	canonical_smiles	14-3-3g Raf
1	CCOC(=O)COc1ccc(C2C3=C(CC(C)(C)CC3=O)OC3=C2C(=O)CC(C)(C)C3)cc1OC	1
2	CCC(=O)Nc1c2c(nn1-c1ccc([N+](=O)[O-])cc1)CS(=O)(=O)C2	4
3	CCCN(C(=O)c1cc2c(=O)oc3ccccc3c2s1)c1cccc(Cl)c1	0
4	NC[C@@H]1O[C@H](C23CC4CC(CC(C4)C2)C3)Cc2c1ccc(O)c2O	-12
5	CC(=O)c1ccc(NC(=O)c2ccc([N+](=O)[O-])cc2Cl)cc1	-1
6	Cc1cccc(NC(=O)c2cc3c(=O)[nH]c4ccccc4c3s2)n1	-13
7	O=C(Cc1c(C(=O)O)[nH]c2ccc(Cl)cc12)NC1CCCc2ccccc21 (centres undefined)	8
8	CC1CCc2c(sc(NC(=O)COc3ccccc3)c2C#N)C1 (centres undefined)	-7
9	CCCCNC(=O)c1c[nH]c2ccc(S(=O)(=O)Nc3cccc(OC)c3)cc2c1=O	-23
10	CCN1CCN(CCNC(=O)c2cn(Cc3ccccc3F)nn2)CC1	-9
11	CC1CCCN(C(c2cccs2)c2c(O)[nH]c(=O)[nH]c2=O)C1 (centres undefined)	-67
12	CCOC(=O)c1c(C)oc2c1c1c(c3ccccc32)OCN(CCCN2CCOCC2)C1	2
13	COCCOC(=O)C1=C(C)NC2=C(C(=O)CCC2)C1c1ccc(Br)cc1 (centres undefined)	-18
14	COc1ccc(OC)c(C2C(C(C)=O)=C(O)C(=O)N2Cc2ccco2)c1 (centres undefined)	0
15	CCOc1cc(C2NC(=O)c3ccccc3N2)ccc1O (centres undefined)	2
16	COCCCN1C(=S)NC2c3cc(C)ccc3OC1(C)C2C(=O)Nc1ccc(C)cc1C (centres undefined)	-5
17	O=S(=O)(Nc1ccc(O)c(CN2CCCCC2)c1)c1ccccc1	-4&-4
18	CCCOC(=O)C1=C(C)NC2=C(C(=O)CC(c3ccc(Cl)cc3)C2)C1c1cc2c(cc1[N+](=O)[O-])OCO2 (centres undefined)	-19
19	COc1cc(NC(=O)c2nn3c(C(F)(F)F)cc(-c4ccccc4)nc3c2Br)cc([N+](=O)[O-])c1	-3
20	CN(C)C(=O)Cc1c[nH]c2ccccc12	-11
21	CCOc1ccc(N(CC(=O)NCc2ccccc2)S(C)(=O)=O)cc1	-14
22	CCCOc1ccc(NC(=O)C2CC(=O)N(C(C)C)C2)cc1 (centres undefined)	0
23	COc1ccccc1NC(=O)CSc1nnc(-c2ccco2)o1	-5
24	COc1cccc(NS(=O)(=O)c2ccc3[nH]cc(C(=O)NC(C)c4ccccc4)c(=O)c3c2)c1 (centres undefined)	-43
25	O=C1NCCN1C(=O)N(c1ccccc1)c1ccccc1	-7
26	Cc1ccc([N+](=O)[O-])cc1NC1CC(O)C(CO)O1 (centres undefined)	4
27	CCn1cc(C(=O)NCCc2ccccc2)c(=O)c2cc(F)c(N3CCN(C)CC3)cc21	-6
28	COC(=O)c1sccc1NC(=O)c1cc(-c2ccc(OC)c(OC)c2)nc2ccccc12	-6
29	O=C(Nc1cccc(F)c1)c1oc(=O)c2ccccc2c1-c1ccccc1	0
30	COC(=O)Nc1nc2ccc(C(=O)c3cccs3)cc2[nH]1	-6
31	COc1ccccc1NC(=O)COc1ccc(/C=N/n2cnnc2)cc1OC	6
32	COc1ccc(C2NC(=S)NC(C)=C2C(=O)Nc2ccc(Cl)cc2)cc1 (centres undefined)	-11
33	CC1CN(Cc2c(O)ccc3c(=O)c(Oc4ccc5ccccc5c4)c(C(F)(F)F)oc23)CC(C)O1 (centres undefined)	1
34	O=C1CSC(c2cccc(F)c2)N1c1ccc(Oc2ccccc2)cc1 (centres undefined)	-4
35	Cn1c(C=Cc2cccnc2)nc2ccccc2c1=O	8
36	CCCOC(=O)c1c(NC(=O)Cn2nc([N+](=O)[O-])cc2C)sc2c1CCCC2	5
37	Cc1ccc(NC(=O)c2cc(S(=O)(=O)N3CCc4ccccc4C3)ccc2F)cc1C	-9
38	CC(C)Oc1ccc(C(=O)Nc2ccc3oc(-c4ccncc4)nc3c2)cc1	-12
39	COc1cc(C2/C(=C(\O)c3ccc4c(c3)CC(C)O4)C(=O)C(=O)N2CCCn2ccnc2)ccc1O (centres undefined)	-5
40	O=C(NCc1ccco1)c1ccc2nc(-c3cccs3)c(-c3cccs3)nc2c1	-30
41	CCOC(=O)c1cnc2ccc(OCC)cc2c1N1CCCC1	-6
42	COc1ccccc1Nc1cc(C(=O)NCCCN2CCOCC2)c2ccccc2n1	0
43	CCC(C)NC(=O)C(Cc1ccccc1)NS(=O)(=O)c1cccc2nsnc12 (centres undefined)	-6
44	Cc1ccc2c(c1)N(CC(=O)NCCC(C)C)C(=O)CO2	-2
45	CCOC(=O)c1c(C)oc2cc(Br)c(OC(=O)N3CCOCC3)cc12	-1
46	O=C(CSc1nnnn1C1CCCCC1)NCc1cccc(C(=O)O)c1	-2
47	CC[n+]1c(C=C(C)Nc2ccccc2)sc2ccccc21	-89
48	Cc1cc(N=Cc2c(O)ccc3ccccc23)no1	2
49	CC1CCCCN1C(=O)CSc1nc(-c2cccs2)cc(C(F)(F)F)n1 (centres undefined)	1
50	N#CC1(Nc2ccc(Br)cc2)C(=O)Nc2ccccc21 (centres undefined)	-2
51	COc1ccc(NC(=O)CSc2nccn2C)c(OC)c1	-9
52	CC(C)(C)n1nnnc1C(c1ccncc1)N1CCN(C2CCCCC2)CC1 (centres undefined)	0
53	COc1ccc(NC(=O)Nc2ccccc2C(=O)N2CCCC2)cc1	17
54	COc1cc(C2C(C(=O)OCCc3ccccc3)=C(C)NC3=C2C(=O)CC(c2ccccc2)C3)cc(Br)c1O (centres undefined)	-11
55	CCCN1CNC(=S)N(c2ccc(C)cc2)C1	0
56	c1ccc(CNn2c(N3CCOCC3)nc3ccccc32)cc1	-2
57	CC(NC(=O)CN1CCN(Cc2ccc(F)cc2)C1=O)c1ccccc1 (centres undefined)	6
58	O=C(Nc1c2c(nn1-c1cccc(Cl)c1)CS(=O)C2)c1cccc(Br)c1 (centres undefined)	-13
59	CC(C)(C)c1ccc(CNc2cc(Cl)ccc2[N+](=O)[O-])cc1	3
60	O=C(Cn1c(=O)n(-c2ccccc2)c(=O)c2c3c(sc21)CCCC3)N1CCN(c2ccccc2)CC1	-9

(next part)
No.	canonical_smiles	14-3-3g Raf
61	COc1cccc(C(=O)N2CCN(c3ccccc3OC)CC2)c1	-11
62	CCCCn1c(=NC(=O)c2cccc(OC)c2)c(C(=O)OCC)cc2c(=O)n3ccccc3nc21	-6
63	Cc1cc(C)nc(SCCSCc2ccc(Cl)cc2)n1	-9
64	COc1cccc(-c2ccc3c(N)c(C(=O)Nc4ccc(C)c(F)c4)sc3n2)c1	2
65	COC(=O)c1cc2c(=O)n3ccccc3nc2n(Cc2cccnc2)c1=N	-8&8
66	Cc1ccc(-c2cc(C(F)F)nc(N3CCc4ccccc4C3)n2)cc1	-6
67	COc1ccc(S(=O)(=O)Nc2ccc(S(=O)(=O)N3CCCCC3)cc2)cc1	-8
68	Cc1onc(-c2c(F)cccc2Cl)c1C(=O)NCc1ccco1	-2
69	O=C(C1CC1)N1CCc2cc(S(=O)(=O)NCc3cccs3)ccc21	-7
70	CCOc1ccccc1NS(=O)(=O)c1ccc(C)cc1	-3
71	Cc1nn(-c2ccccc2)c2c1C1(C(=O)Nc3ccccc31)N1C(=N2)Sc2ccccc21 (centres undefined)	-6
72	CC1(C)CC(=O)C2=C(C1)Nc1ccccc1N(C(=O)Cc1ccccc1)C2c1cccc(O)c1 (centres undefined)	-5
73	CSc1cccc(-n2c(C)cc(C(N)=O)c2C)c1	-5
74	COc1ccc(C2SCCN2S(=O)(=O)c2ccc(F)cc2)cc1 (centres undefined)	-7
75	COc1ccc(Br)cc1CNC(=O)CCN1C(=O)COc2ccccc21	-3&9
76	CS(=O)(=O)N1CCCC(C(=O)N2CCc3ccccc3C2)C1 (centres undefined)	4
77	COC(=O)c1c(NC(=O)COc2cc(C)c(Cl)c(C)c2)sc(C)c1C	-6
78	O=C(Nc1ccc(F)cc1)c1cc(S(=O)(=O)N2CCOCC2)ccc1F	-12
79	Cc1cc(S(=O)(=O)Nc2ccc(O)c(C(=O)O)c2)ccc1Cl	0
80	CCSC(N)=Nc1ccc(C(F)(F)F)cc1	3
81	COc1ccc(OC)c(C(C(=O)NCc2ccco2)N(C(=O)Cn2nnc3ccccc32)C2CC2)c1 (centres undefined)	-5
82	CCCCOC(=O)Sc1nc2ccccc2o1	-1
83	S=c1nc(C2CCCCC2)[nH][nH]1	-5&0
84	COc1ccc(NC(=O)Cn2cnc3sc(C)c(S(=O)(=O)N4CCN(C)CC4)c3c2=O)cc1OC	-6
85	O=C(Oc1cccnc1)c1ccccc1	17
86	CCCC(=O)Nc1cc(C(=O)NC2CCCCCC2)ccc1S(=O)(=O)c1ccc(Cl)cc1	1
87	COc1ccc(CNC(=O)CCS(=O)(=O)c2ccc(Br)cc2)cc1	-1
88	Cc1cc(S(=O)(=O)Nc2ccccc2C)ccc1F	9
89	Cc1ccccc1NC(=NS(=O)(=O)c1ccccc1)c1ccccc1	1
90	CCCOc1ccc(-c2cc(C(F)(F)F)c(C#N)c(SCC(=O)O)n2)cc1	-6
91	COC(=O)c1c(C)oc2ccc(OCC(=O)OC(C)(C)C)cc12	-8
92	COc1ccc(NC(=O)c2ccc3c(=O)n(Cc4cccc(Br)c4)c(=S)[nH]c3c2)c(OC)c1	-10
93	CC1(C)OC(=O)N(c2cccnc2)C1(C)O (centres undefined)	0&-3
94	CC1(C)OC(=O)N(CCC(=O)O)C1(C)O (centres undefined)	-3
95	Cc1cc(NC(=O)CC(C)(C)C)nc2c1c(=O)oc1ccccc12	-11&-44
96	CCC(=O)Nc1nc(C)c(C(=O)N2CCCCC2)s1	5
97	Cn1c(SCC(=O)N2CCOCC2)nc2c([nH]c3ccccc32)c1=O	-9
98	Cc1ccc(NC(=O)CN2CCC3(O)CCCCC3C2c2ccc3c(c2)OCO3)c(C)c1 (centres undefined)	-1
99	Cc1cc(C(=O)COC(=O)C2COc3ccccc3O2)c(C)n1CC1CCCO1 (centres undefined)	4
100	O=C(O)C1CCC(=O)N1Cc1ccccc1Cl (centres undefined)	0
101	Cc1c(CCC(C)C)c(NCC(C)C)n2c(nc3ccccc32)c1C#N	4
102	CCc1ccccc1NC(=O)CSc1nc2ccccc2n1CC(=O)N(C)C	1
103	CCN1CCCC1CNC(=O)C1CCC(CNS(=O)(=O)c2ccc(Cl)cc2)CC1 (centres undefined)	-16
104	O=C1CCCc2nn(-c3ccccc3)c(-c3cccs3)c21	-1
105	COC(=O)c1ccc(C=Nc2sc3c(c2C#N)CCCC3)cc1	-3
106	COc1cc(C2Nc3ccc4ncccc4c3C3=C2C(=O)CCC3)ccc1OC(C)=O (centres undefined)	-8
107	CCOc1cc(CO)ccc1OCC(=O)N1CCCCC1	-1
108	CC(C)CCNC(=O)NC(=O)COc1ccccc1C#N	-6
109	Cc1ccc(C2SCC(=O)N2c2ccc(Oc3ccc(Cl)cc3)cc2)cc1 (centres undefined)	-8
110	COc1cc(C(=O)N2CCN(Cc3ccccc3C(F)(F)F)CC2)cc(OC)c1OC	-6
111	Cc1ccsc1C(=O)OCC(=O)Nc1sccc1C(N)=O	-13
112	O=C1C2C3C=CC(C3)C2C(=O)N1c1ncccc1O (centres undefined)	3
113	CC1CCCN(c2nc3c(c(=O)[nH]c(=O)n3C)n2Cc2ccccc2Cl)C1 (centres undefined)	5
114	COc1ccc(NCc2nnc(SCC(=O)N3CCCc4ccccc43)o2)cc1	-7
115	Cc1ccc(S(=O)(=O)NCCC(=O)Oc2ccc3c4c(c(=O)oc3c2)CCCC4)cc1	1
116	CN(C)CCCN1C(=O)C(=O)/C(=C(/O)c2ccncc2)C1c1ccccc1 (centres undefined)	-2
117	Cc1cc(Nc2cccc(Cl)c2C)c2ccccc2n1	-17
118	CCCc1cc(=O)[nH]c(SCC(=O)Nc2ccccc2C(F)(F)F)n1	13
119	CCOC(=O)c1ccc(NC(=O)c2cn(-c3ccccc3)nc2-c2ccc(C)cc2)cc1	-11
120	Cc1ccc(S(=O)(=O)CCc2nnc(NC(=O)C3CCCO3)s2)cc1 (centres undefined)	-1

From no. 117 up to 120, copied from above:
No.	canonical_smiles	14-3-3g Raf
117	Cc1cc(Nc2cccc(Cl)c2C)c2ccccc2n1	-17
118	CCCc1cc(=O)[nH]c(SCC(=O)Nc2ccccc2C(F)(F)F)n1	13
119	CCOC(=O)c1ccc(NC(=O)c2cn(-c3ccccc3)nc2-c2ccc(C)cc2)cc1	-11
120	Cc1ccc(S(=O)(=O)CCc2nnc(NC(=O)C3CCCO3)s2)cc1 (centres undefined)	-1

The results go on.
No.	canonical_smiles	14-3-3g Raf
121	Cc1noc(C(=O)NCc2ccco2)c1Cl	2
122	CCOC(=O)Cc1cc(-c2ccc(OC)cc2)nc2ccc3ccccc3c12	-7
123	O=C(CSc1nc2c([nH]c3ccccc32)c(=O)n1-c1ccc(Cl)cc1)Nc1ccccc1F	2
124	COc1ccc(CNc2oc(COc3ccc(Cl)cc3)nc2C#N)cc1	7&1
125	Cc1nc(N2CCOCC2)nc(N2CCCCC2)c1[N+](=O)[O-]	-6

Grouped by structure, those above with a cyano group (seven)
No.	canonical_smiles	14-3-3g Raf
8	CC1CCc2c(sc(NC(=O)COc3ccccc3)c2C#N)C1 (centres undefined)	-7
50	N#CC1(Nc2ccc(Br)cc2)C(=O)Nc2ccccc21 (centres undefined)	-2
90	CCCOc1ccc(-c2cc(C(F)(F)F)c(C#N)c(SCC(=O)O)n2)cc1	-6
101	Cc1c(CCC(C)C)c(NCC(C)C)n2c(nc3ccccc32)c1C#N	4
105	COC(=O)c1ccc(C=Nc2sc3c(c2C#N)CCCC3)cc1	-3
108	CC(C)CCNC(=O)NC(=O)COc1ccccc1C#N	-6
124	COc1ccc(CNc2oc(COc3ccc(Cl)cc3)nc2C#N)cc1	7&1
